# Screening results: PubChem, National Center for Advancing Translational Sciences (NCATS)
# Glioma ERSR ind: induces the endoplasmic reticulum stress response in human glioma cells; Potency, µM, for the others: at the highest dose activation, actives largely listed as activators; 420,000 compounds, 0.02% hits; AID 602332; U87-MG GRP78 promoter luciferase reporter, 16 h; note: potency is the fitted concentration of half-maximal effect; series mostly up to about 76 µM; % of control where 0% means no effect; nearly all actives have a fitted effect of over 35% in size
#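 Stably transfected U87-MG human glioma cells carrying a GRP78-based luminescent sensor were seeded at 1000 cells/well, pin-dosed with compounds and incubated 16 h. Luciferase reagent was then added, and end-point luminescence was read after 10 min at room temperature.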
# ALOX12 inh: inhibitors of human 12S-lipoxygenase ALOX12; purified 12hLO, xylenol orange hydroperoxide absorbance; Potency, µM (top dose mostly 108 µM), without a hit: at the highest dose activity change, negative = inhibition, usual class: inhibitors; AID 1671190; P18054; 580,000 compounds, 1.1% hits; note: potency is the fitted concentration of half-maximal effect; % is set by controls: 0 for no effect and ±100 for the full control effect
#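 Hydroperoxide product was detected by ferrous iron/xylenol orange as the 573 to 405 nm absorbance ratio. Arachidonic acid at 40 uM (final) was turned over for 30 min at room temperature by 150 nM human 12hLO, pH 7.0 Hepes buffer, after 15 min compound preincubation.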
# ERG-DNA inh: blocks human ERG Ets domain binding to DNA | P11308 | fluorescence polarization, His-ERG Ets domain / labelled DNA | Potency, µM (titrated, usually from 76.9 µM), for inactives: top-dose FP activity, negative = inhibition, most hits filed as inhibitors | 370,000 compounds, 0.028% hits | AID 624246; active = well fitted inhibition curve with a large enough effect in the polarisation, with a control signal flat; inconclusive = small, poorly fitted or top-dose-only effect, or effect the other way, or a change in a side signal; inactive = no such curve, though single readings can be large or run the other way; the % refers to the polarisation;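 note: polarization taken with two DNA probes labelled with fluorescein and Texas red; potency is the fitted concentration of half-maximal effect; % of control where 0% means no effect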
#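 His-tagged ERG Ets domain (1 uM in the protein solution; 300mM KCl, 50mM Tris-HCl, 1mM EDTA, 1mM DTT, pH 7.5) received compound, then a probe mix of 5 nM fluorescein-DNA and 100nM Texas-615-DNA. Fluorescence polarization was read for both dyes.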
# D2 antagonist: antagonists of human D2 dopamine receptor; P14416; HEK293 TREx D2 cells, calcium flux, dopamine EC80; inhibition, % at 10 µM; 340,000 compounds, 2% hits; in the data active = inhibition above about 30%; note: 0% is about no effect
# Target sequence (P14416 whole entry, looked up): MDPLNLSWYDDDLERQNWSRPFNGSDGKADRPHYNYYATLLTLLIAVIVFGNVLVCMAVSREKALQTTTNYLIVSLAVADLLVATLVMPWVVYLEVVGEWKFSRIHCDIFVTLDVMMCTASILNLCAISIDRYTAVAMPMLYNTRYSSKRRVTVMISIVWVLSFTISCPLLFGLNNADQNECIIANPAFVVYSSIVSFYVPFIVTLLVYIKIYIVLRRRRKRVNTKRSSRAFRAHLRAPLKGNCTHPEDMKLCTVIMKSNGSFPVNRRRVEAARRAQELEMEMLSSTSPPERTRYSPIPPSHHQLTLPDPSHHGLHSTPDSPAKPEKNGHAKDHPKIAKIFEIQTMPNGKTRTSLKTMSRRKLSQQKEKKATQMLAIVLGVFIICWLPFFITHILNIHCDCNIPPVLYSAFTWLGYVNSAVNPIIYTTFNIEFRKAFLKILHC
#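 Overnight-induced (tetracycline, 30 C) HEK293 T-REx cells carrying force-coupled D2 receive a no-wash calcium dye, then compound, then EC80 dopamine at 180 s; signals are read kinetically throughout.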
# RGS4 inh: human RGS4 inhibition; Potency, µM (series often up to 114 µM), for the others: at the top dose activity change, negative = inhibition, usual class: inhibitors; 390,000 compounds, 0.039% hits; Transcreener GDP fluorescence polarization, RGS4-accelerated GTP hydrolysis; P49798; AID 504845; note: potency is the fitted concentration of half-maximal effect; % is set by controls: 0 for no effect and ±100 for the full control effect; nearly all actives have a fitted effect of over 75% in size; some results filed as inactive show a strong effect at the top dose
# Target sequence (P49798 whole entry, looked up): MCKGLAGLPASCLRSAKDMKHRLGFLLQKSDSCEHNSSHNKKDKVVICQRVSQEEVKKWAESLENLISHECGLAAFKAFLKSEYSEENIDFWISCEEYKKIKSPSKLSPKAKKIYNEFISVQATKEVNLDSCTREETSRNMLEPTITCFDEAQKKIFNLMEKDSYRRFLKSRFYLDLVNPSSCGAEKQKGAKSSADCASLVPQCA
#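 MLSMR compounds (23 nl, pin-transferred) preincubated 10 min at room temperature with a 500nM (2x) first reagent, then RGS4 at 900nM (2x) plus Transcreener GDP mix added; fluorescence polarization (620/688 nm) read before and after 90 min at 30 °C.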
# D2 ag: activates the human D2 dopamine receptor; HEK293 T-REx D2 cells, calcium flux agonist mode; activation, % at 2 µM; 340,000 compounds, 0.53% hits; AID 485358;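 active = activation over 3 SD above normal in the single-dose calcium agonist read, cut at about 30% in these data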; note: 0% is about no effect
#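 Agonism is scored from calcium flux in a force-coupled, inducible HEK293 cell line expressing D2, read kinetically for 180 s after compound addition against dopamine controls.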
# Vif-APOBEC3G blk: inhibitors of Vif-APOBEC3G interaction; Q9HC16; HeLa A3G-eYFP + Vif (tagged APOBEC3G with the HIV-1 protein that degrades it), YFP fluorescence, overnight; Potency, µM (series often up to 46.1 µM), for the others: at the top dose activity, negative = active, hits mostly inhibitors; 410,000 compounds, 0.076% hits; AID 602310;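 note: potency is the fitted concentration of half-maximal effect; % is set by controls: 0 for no effect and ±100 for the full control effect; nearly all actives have a fitted effect of over 60% in size; hits raise eYFP signal because A3G escapes Vif-driven loss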
# Target sequence (Q9HC16 whole entry, looked up): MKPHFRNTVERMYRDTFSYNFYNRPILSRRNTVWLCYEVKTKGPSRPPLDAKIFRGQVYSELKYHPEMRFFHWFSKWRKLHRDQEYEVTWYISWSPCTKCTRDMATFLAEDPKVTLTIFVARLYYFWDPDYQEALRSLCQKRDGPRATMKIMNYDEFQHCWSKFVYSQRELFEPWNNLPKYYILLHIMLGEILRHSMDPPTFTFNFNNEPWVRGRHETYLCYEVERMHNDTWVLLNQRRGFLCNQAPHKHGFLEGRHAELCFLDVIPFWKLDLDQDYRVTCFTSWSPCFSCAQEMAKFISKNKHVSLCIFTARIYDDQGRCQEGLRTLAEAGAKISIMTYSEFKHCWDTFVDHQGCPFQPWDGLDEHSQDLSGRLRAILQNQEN
#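 Read-out is eYFP fluorescence (Ex 488/Em 500-530) from Vif-expressing HeLa A3G-eYFP cells; more signal means A3G escaped Vif-mediated degradation. Cells plated overnight, compound pinned in, incubated overnight at 37 deg C.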
# Vif-APOBEC3F blk: blocks the Vif interaction with APOBEC3F | HeLa A3F-eYFP + Vif (tagged APOBEC3F with the HIV-1 protein that degrades it), YFP fluorescence increase | Potency, µM (doses to about 46.1 µM), for the others: at the highest dose activity, negative = active | 390,000 compounds, 0.2% hits | AID 602313; note: potency is the fitted concentration of half-maximal effect; % of control where 0% means no effect; nearly all actives have a fitted effect of over 65% in size
#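 HeLa cells stably expressing Vif plus C-terminally eYFP-tagged A3F were seeded, incubated overnight at 37 deg C, dosed with compound, incubated overnight again at 37 deg C. Yellow fluorescence (Ex 488/Em 500-530) reported blocked Vif-mediated A3F-eYFP degradation.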
# LDHA inh: inhibitors of human lactate dehydrogenase A; P00338; purified LDHA, NADH/diaphorase-resazurin fluorescence; stronger effect = lower value; activity change, % (values are at about 110 or 230 µM); 480,000 compounds, 0.15% hits; AID 1347041; in the data active = activity change below about -30%; inconclusive = mostly about -25% to -30%;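 note: plate controls were DMSO wells for no effect and wells without enzyme for full effect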
#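 Human LDH5 (2 nM) was incubated with 0.06 mM NADH and 0.2 mM pyruvate for 5 min at room temperature in Tris pH 7.4. Remaining NADH was coupled through diaphorase/resazurin, and resorufin fluorescence was read at 0 and 20 min.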
# * marks the source's active call; other numbers are inactive results; ? = inconclusive; . = not tested or not shown; & = joins results of further samples; [ ] = another dose, or the depositor's remark. Unless noted, calls come from the whole dose curve; as a rule, active = well fitted curve in the direction sought with a large enough effect; inconclusive = small, poorly fitted or top-dose-only effect, or another doubt; inactive = no such curve, though single readings can be large; an effect the other way counts as inactive or inconclusive.
1	C=CCN1C(=O)C(Cc2ccc(F)cc2)S/C1=N/N=C/c1ccco1 (stereo not given)
2	CCCCn1c(=O)c2oc3ccccc3c2n(CC(=O)Nc2cccc(Cl)c2C)c1=O
3	CC(=O)Nc1ccc(C(=O)OCC(=O)NCc2ccc3c(c2)OCO3)cc1
4	COc1cc(NS(=O)(=O)c2ccc(N/C=C(\C=O)c3nc4cc(Cl)ccc4o3)cc2)nc(OC)n1
5	N/C(=N\OC(=O)c1ccccc1Cl)c1ccccc1
6	C/C(=N\NC(=O)OC(C)(C)C)c1ccc(-n2ccnc2)cc1
7	CCC(Cn1nnc2ccccc2c1=O)NC(=O)Nc1cccc(Cl)c1 (stereo not given)
8	CCC1(CC)NC(=O)N(CC(=O)OC(C)C(=O)Nc2ccc(S(N)(=O)=O)cc2)C1=O (stereo not given)

screen / no.	1	2	3	4	5	6	7	8
Glioma ERSR ind	-5%	0%	-1%	1%	-2%	0%	-5%	-3%
ALOX12 inh	-21%	-20%	-12%	22µM*	11%	0%	29%&1%	-2%
ERG-DNA inh	4%	3%	-3%	5%	-2%	9%	0%	.
D2 antagonist	7	.	.	.	9	6	.	.
RGS4 inh	5%	10%	-6%	?	25%	0%	-1%	.
D2 ag	0.0	1.0	.	.	0.8	1.1	-1.1	.
Vif-APOBEC3G blk	-2%	-1%	0%	-25%	2%	-7%	1%	-1%
Vif-APOBEC3F blk	1%	-19%	5%	-8%	-1%	-18%	-3%	-7%
LDHA inh	-6	-1	-1	-4	0	0	9&-4	-17

9	CCOc1ccc(/C=N/NC(=O)CSc2n[nH]c(=O)[nH]c2=O)cc1OC
10	Cc1c(NC(=O)COC(=O)C23CC4CC(CC(Br)(C4)C2)C3)c(=O)n(-c2ccccc2)n1C
11	CCOc1ccccc1N(C)C(=O)c1cc(S(=O)(=O)NCc2ccc(C)cc2)ccc1F
12	COC1c2ccccc2C(=O)N1CCc1ccc(Cl)cc1 (stereo not given)
13	FC(F)(F)c1cccc(-c2nc(COc3ccc(Cl)cc3Cl)no2)c1
14	Cc1ccc(C(=O)c2cc3ccccc3o2)cc1C
15	CCOc1cc2sc(N3CCC(C(=O)Nc4ccccc4C(=O)OC)CC3)nc2cc1Br
16	O=c1n(-c2ccc(Br)cc2)cnn1-c1ncccc1[N+](=O)[O-]

screen / no.	9	10	11	12	13	14	15	16
Glioma ERSR ind	-3%	0%	-2%	6%	-4%	1%	-1%	0%
ALOX12 inh	-5%	12%	-13%	6%	125%[activator]	0%	5%	-10%
ERG-DNA inh	14%	-3%	-10%	-14%	-8%	1%	-10%	-4%
D2 antagonist	-2	3	.	-17	2	-22	.	2
RGS4 inh	5%	-7%	-3%	-13%	2%	21%	5%	28%
D2 ag	0.4	3.2	0.1	0.7	-0.6	-1.1	0.0	0.5
Vif-APOBEC3G blk	-3%	-1%	-4%	4%	-2%	-4%	1%	3%
Vif-APOBEC3F blk	2%	1%	-17%	8%	-12%	0%	3%	-9%
LDHA inh	-2	-2	5	-7	1	-6	-3	-7

17	Cc1ccc(C)c(N2CCN(CCCNC(=O)CCn3c(=O)c4cccn4c4cccnc43)CC2)c1
18	Cc1ccc(NC(=S)NNC(C)(C)C)cc1
19	Cc1cc(C)c2cccc(NC(=S)NC(=O)c3ccccc3)c2n1
20	Cn1c(SCC(=O)NNC(=O)Cc2ccccc2)nc2ccccc2c1=O
21	O=C1COc2ccc(S(=O)(=O)N3CCN(c4ccccc4F)CC3)cc2N1
22	CCc1nnc(NC(=O)c2ccc(S(=O)(=O)N(C)c3ccccc3)cc2)o1
23	CN(C(=S)NCCN1CCOCC1)C(c1ccccc1)c1ccccc1
24	N#CCSc1nc2cc(C(=O)N3CCCC3)ccc2c(=O)n1Cc1ccccc1

screen / no.	17	18	19	20	21	22	23	24
Glioma ERSR ind	-2%	?	0%	-2%	-5%	-4%	-4%	-3%
ALOX12 inh	0%	69%[activator]	?	2%	-5%	1%	?	?
ERG-DNA inh	-1%	-7%	-3%	-7%	7%	1%	-6%	-9%
D2 antagonist	-34	22	-20	9	8	6	26	21
RGS4 inh	6%	1%	-10%	?	2%	25%[11.4 µM]	-4%	-35%
D2 ag	0.5	-2.0	-1.2	1.9	1.6	-1.6	-0.4	0.7
Vif-APOBEC3G blk	-2%	-3%	1%	1%	-1%	5%	0%	1%
Vif-APOBEC3F blk	-3%	?	-4%	1%	0%	?	-1%	-6%
LDHA inh	-4	-7	0	-1	-3	2	?	-1

25	O=C1C2CCCCN2C(=O)N1CCCN1CCN(c2ccc(F)cc2)CC1 (stereo not given)
26	COc1cccc(OCCOCC(O)CN2CCN(Cc3ccc(Cl)cc3)CC2)c1 (stereo not given)
27	CN(C)c1ccc(-c2ccc([C@H]3[C@@H]4C=CCC[C@@]4(C)C(=O)N3Cc3ccccc3)c(F)c2)cc1
28	O=C(c1cccs1)N1CCN(Cc2ccccn2)CC1
29	COc1ccc(-c2cc(C(=O)N3CCN(c4cccc(C)c4C)CC3)c3ccccc3n2)cc1OC
30	N#Cc1cnn(-c2ncnc3sc(-c4ccccc4)cc23)c1N
31	COc1ccc(/C=C/C(=O)Oc2ccc(C=O)cc2OC)cc1
32	CC[C@@H](C)C(NC(=O)OC(C)(C)C)c1cn([C@@H](Cc2cc3ccccc3[nH]2)C(=O)N2CCN(C(=O)OC(C)(C)C)CC2)nn1 (stereo not given in full)

screen / no.	25	26	27	28	29	30	31	32
Glioma ERSR ind	-1%	-2%	-5%	-7%	-1%	-4%	-2%	11%
ALOX12 inh	2%	-17%	-6%	-23%	.	22%	448%[activator]	?
ERG-DNA inh	5%	1%	-2%	0%	-9%	0%	5%	-1%
D2 antagonist	-12	19	26	52*	-10	-14	.	.
RGS4 inh	-9%	-18%	0%	-20%	6%	9%	-23%	4%
D2 ag	0.8	0.7	-0.2	78*	-0.3	0.0	.	.
Vif-APOBEC3G blk	0%	-5%	1%	-2%	0%	1%	1%	1%
Vif-APOBEC3F blk	3%	-17%	7%	1%	1%	-1%	11%	0%
LDHA inh	1	1	-5	-9	1	1	-3	-2

# A portion taken from the entries so far, as a working copy:
24	N#CCSc1nc2cc(C(=O)N3CCCC3)ccc2c(=O)n1Cc1ccccc1
25	O=C1C2CCCCN2C(=O)N1CCCN1CCN(c2ccc(F)cc2)CC1 (stereo not given)
26	COc1cccc(OCCOCC(O)CN2CCN(Cc3ccc(Cl)cc3)CC2)c1 (stereo not given)
27	CN(C)c1ccc(-c2ccc([C@H]3[C@@H]4C=CCC[C@@]4(C)C(=O)N3Cc3ccccc3)c(F)c2)cc1
28	O=C(c1cccs1)N1CCN(Cc2ccccn2)CC1
29	COc1ccc(-c2cc(C(=O)N3CCN(c4cccc(C)c4C)CC3)c3ccccc3n2)cc1OC
30	N#Cc1cnn(-c2ncnc3sc(-c4ccccc4)cc23)c1N
31	COc1ccc(/C=C/C(=O)Oc2ccc(C=O)cc2OC)cc1

screen / no.	24	25	26	27	28	29	30	31
Glioma ERSR ind	-3%	-1%	-2%	-5%	-7%	-1%	-4%	-2%
ALOX12 inh	?	2%	-17%	-6%	-23%	.	22%	448%[activator]
ERG-DNA inh	-9%	5%	1%	-2%	0%	-9%	0%	5%
D2 antagonist	21	-12	19	26	52*	-10	-14	.
RGS4 inh	-35%	-9%	-18%	0%	-20%	6%	9%	-23%
D2 ag	0.7	0.8	0.7	-0.2	78*	-0.3	0.0	.
Vif-APOBEC3G blk	1%	0%	-5%	1%	-2%	0%	1%	1%
Vif-APOBEC3F blk	-6%	3%	-17%	7%	1%	1%	-1%	11%
LDHA inh	-1	1	1	-5	-9	1	1	-3

# (more compounds)
33	COc1ccc(OC)c(S(=O)(=O)N2CCC(C(=O)NC3CCCC3)CC2)c1
34	CSc1cc(-c2ccc(Cl)cc2)c(C(=O)NN)s1
35	CN1C(=O)c2ccccc2Sc2ccc(NC(=O)N3CCN(c4ccc(F)cc4)CC3)cc21
36	CN(C)c1ccc(C2=NOC(CN3C(=O)c4ccccc4S3(=O)=O)C2)cc1 (stereo not given)
37	O=C(/C=C/c1ccccc1)N1CCC(N2CCC(C(=O)N3CCOCC3)CC2)CC1
38	COc1ccc(C(=O)OC(C)C(=O)NCC2CCCCC2)cc1S(=O)(=O)N1CCOCC1 (stereo not given)

screen / no.	33	34	35	36	37	38
Glioma ERSR ind	-2%	-2%	-3%	-4%	9%	-6%
ALOX12 inh	-2%	0%	?	0%	-20%	19%
ERG-DNA inh	7%	-9%	-6%	-13%	7%	5%
D2 antagonist	2	.	.	3	-2	4
RGS4 inh	-5%	-35%	20%	-26%	-15%	3%
D2 ag	-0.4	.	-1.1	-0.6	0.8	0.4
Vif-APOBEC3G blk	5%	0%	3%	-16%	0%	0%
Vif-APOBEC3F blk	-15%	10%	1%	3%	2%	0%
LDHA inh	-3	9	-4	4	-2	-4

# An excerpt, so the mix of outcomes need not match the whole.
